Screens from PubChem.
pCIP destab = p/CIP protein destabilization. Q05BA5. F442A p/CIP-EGFP cells, EGFP fluorescence, 16 h. decrease of EGFP signal, % at 10 µM. 290,000 compounds, 0.01% hits;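 active = EGFP signal decrease of at least 30% at 10 µM or well 3 SD below plate mean, unless failing retest; inactive = the rest, including hits failing retest or dose response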; note: some compounds called inactive have numbers as strong as hits; many of its hits are not listed in these tables
MEKK3 PB1 HTS = modulators (inhibitors or enhancers) of MEK5 binding to human MEKK3 PB1 domain; Q99759; bead-based flow cytometry, Alexa488-MEK5 binding to MEKK3; actives lie on both sides; 0 = blocked by unlabeled MEK5, 100 = vehicle; binding response (% of control), % at 10 µM; 290,000 compounds, 1.4% hits; AID 1529;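 active = binding response more than 3 SD above or below the average of its plate-row segment, actives on both sides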;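 note: Alexa488 bead fluorescence after subtracting the streptavidin-only scavenger bead signal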
Target sequence (Q99759 whole entry, looked up, the tested form may be a part): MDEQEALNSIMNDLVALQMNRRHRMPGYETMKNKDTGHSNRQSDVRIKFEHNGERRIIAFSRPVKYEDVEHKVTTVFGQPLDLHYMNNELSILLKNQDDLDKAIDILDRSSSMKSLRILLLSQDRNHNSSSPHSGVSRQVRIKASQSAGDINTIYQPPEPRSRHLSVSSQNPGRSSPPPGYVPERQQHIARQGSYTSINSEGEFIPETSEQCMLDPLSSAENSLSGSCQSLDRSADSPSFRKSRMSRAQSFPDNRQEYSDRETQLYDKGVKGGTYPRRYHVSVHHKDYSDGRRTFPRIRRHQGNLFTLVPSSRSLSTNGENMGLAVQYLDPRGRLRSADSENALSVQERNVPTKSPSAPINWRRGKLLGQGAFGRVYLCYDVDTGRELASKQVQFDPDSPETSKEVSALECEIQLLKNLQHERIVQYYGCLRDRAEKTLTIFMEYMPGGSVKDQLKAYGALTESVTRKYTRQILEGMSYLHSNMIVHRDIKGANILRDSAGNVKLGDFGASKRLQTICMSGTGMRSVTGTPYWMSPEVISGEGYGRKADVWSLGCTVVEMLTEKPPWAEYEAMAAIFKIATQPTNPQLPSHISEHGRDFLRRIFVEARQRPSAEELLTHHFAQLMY
IDE cell activ = IDE (human) activation, cell-based | P14735 | HEK cells, FAbeta-B cleavage, fluorescence polarization; 0% vehicle, 100% cell-free pure enzyme wells | activation, % at 5.96 µM | 340,000 compounds, 0.073% hits | AID 493087;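 active = activation above the mean of all tested compounds plus 3 SD, set per screening campaign, cut at about 17% in these data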
UBC9 SUMO inh = inhibitors of human SUMOylation (UBC9) | HTRF SUMOylation assay, SAE1/SAE2 + UBC9, in vitro | inhibition, % at 35 µM | 290,000 compounds, 0.36% hits | AID 2006; in the data active = inhibition above about 50%, passing the limit was not always enough; note: strong numbers were not always called active
Target sequence (P63279 whole entry, looked up): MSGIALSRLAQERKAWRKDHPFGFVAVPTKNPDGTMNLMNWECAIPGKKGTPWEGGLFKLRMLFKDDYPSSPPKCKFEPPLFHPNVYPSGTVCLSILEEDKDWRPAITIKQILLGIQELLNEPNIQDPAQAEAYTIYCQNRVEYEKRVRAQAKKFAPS
IMP-1 inh = inhibitors of Pseudomonas aeruginosa IMP-1 metallo-beta-lactamase; purified IMP-1, nitrocefin hydrolysis, epi-absorbance fluorescence; inhibition, % at 5.6 µM; 290,000 compounds, 0.45% hits;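 active = inhibition above the mean plus 3 SD of all compounds in the same screening run, cut at about 4.5% in these data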;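 note: 0% = IMP-1 with DMSO and 100% = DMSO wells lacking enzyme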
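assay system = purified recombinant IMP-1 metallo-beta-lactamase enzyme | schedule = 15 min preincubation plus 25 min reaction at 25 °C | signal = Epi-absorbance fluorescence, 480 nm excitation, 530 nm emission | read-out basis = percent inhibition from optical density relative to buffer-blank wells | controls = IMP-1 with DMSO as 0%, enzyme-free DMSO as 100%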
VIM-2 inhibitor = blocks Pseudomonas aeruginosa VIM-2 metallo-beta-lactamase; purified VIM-2, nitrocefin hydrolysis, epi-absorbance fluorescence; inhibition, % at 5.6 µM; 290,000 compounds, 0.89% hits;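 active = inhibition above the mean of all tested compounds plus 3 SD, cutoff set per screening run, cut at about 7.5% in these data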;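 note: red hydrolysis product quenches plate fluorescence so inhibitors raise well fluorescence; 0% = enzyme with DMSO and 100% = DMSO without enzyme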
DNA FID counter = fluorescent intercalator displacement, NS3 helicase counter-screen; DNA fluorescent intercalator displacement, fluorescence; inhibition, % at 7.9 µM; 290,000 compounds, 0.17% hits; AID 1845; in the data active = inhibition above about 37%;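 note: 0% = vehicle and 100% = reference compound; higher means more ethidium bromide displaced from hairpin DNA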
PHOSPHO1 block = PHOSPHO1 (human) inhibition; recombinant PHOSPHO1, absorbance phosphatase assay; AID 1565; inhibition, % at 13.3 µM; Q8TCT1; 290,000 compounds, 1.1% hits; in the data active = inhibition above about 60%
Target sequence (Q8TCT1 whole entry, looked up): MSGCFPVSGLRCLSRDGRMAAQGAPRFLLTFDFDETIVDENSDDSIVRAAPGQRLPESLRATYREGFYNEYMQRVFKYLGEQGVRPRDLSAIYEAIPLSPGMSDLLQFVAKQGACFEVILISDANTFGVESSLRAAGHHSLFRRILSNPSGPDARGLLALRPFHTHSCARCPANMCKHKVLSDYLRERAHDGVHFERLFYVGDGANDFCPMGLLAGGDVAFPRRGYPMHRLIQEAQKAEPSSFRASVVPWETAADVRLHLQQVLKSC
NS3 helicase inh = HCV NS3 helicase inhibition | inhibition, % at 10.9 µM | NS3 helicase DNA unwinding, Cy5 molecular beacon fluorescence | AID 1800 | 290,000 compounds, 0.56% hits;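 active = inhibition above the mean of all tested compounds plus 3 SD, set per campaign, cut at about 35% in these data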;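 note: 0% = DMSO wells and 100% = thioflavine S control wells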
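System: Hepatitis C virus NS3 helicase domain fragment enzyme | Reagent: Annealed dual-labelled DNA beacon duplex, ATP-started | Compound dosing: 10.9 µM single point, 0.8% DMSO | Incubation: 1 h reaction at 25 °C, ATP-initiated | Technique: Cy5 fluorescence | Evaluation: Percent inhibition from t60/t0 fluorescence ratio | Benchmarks: Low DMSO, high thioflavine S at 110 µM | Replication: Singlicate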
Numbers without * were called inactive; · = no result given. This is a subset (hit frequency here may not be typical).

1) COc1ccc2occ(C(=O)c3ccc(N)cc3)c2c1
2) COc1ccc(NC(=O)N(Cc2cc3cc(OC)ccc3[nH]c2=O)CC2CCCO2)cc1 (stereo not given)
3) CC(=O)Nc1ccc(S(=O)(=O)Nc2ccc(S(=O)(=O)N3CCCC3)cc2)cc1
4) COc1ccc(NC(=O)COC(=O)Cc2c(F)cccc2Cl)cc1OC
5) COC(=O)c1cccc(Nc2nc(-c3ccncc3)nc3ccccc23)c1
6) Cc1ccc(C(=O)NCC(=O)NCc2cc(=O)n(C)c(=O)n2C)cc1
7) O=C1N=C(N2CCOCC2)S/C1=C/c1cc2c(cc1[N+](=O)[O-])OCO2
8) O=C(O)c1ccc(-c2nc(-c3cccc(C(F)(F)F)c3)cs2)cc1

assay / entry	1	2	3	4	5	6	7	8
pCIP destab	6	10	7	4	-31	-5	4	6
MEKK3 PB1 HTS	102	101	96	·	90	103	102	99
IDE cell activ	-1	-3	6	-3	2	0	7	6
UBC9 SUMO inh	10	1	-2	2	-21	16	41	-4
IMP-1 inh	-1.9	-1.9	0.3	-1.2	-0.3	-0.9	-4.4	-0.5
VIM-2 inhibitor	-1.9	-1.5	-0.3	-2.5	3.4	-1.0	-0.8	-2.1
DNA FID counter	-3	-11	3	-12	2	-3	1	-10
PHOSPHO1 block	14	-1	-1	-4	11	45	6	57
NS3 helicase inh	-2	-6	-6	16	-13	13	-6	11

9) COc1ccc(OC)c(C(=O)N2CCCC(Nc3ccc(F)cc3)C2)c1 (stereo not given)
10) COC(=O)c1ccc(C(=O)OC)c(NC(=O)COC(=O)C2CCCCC2)c1
11) CCCc1cc(=O)[nH]c(SCC(=O)NN(c2ccccc2)c2ccccc2)n1
12) O=C(CN1CCN(C(=O)c2ccco2)CC1)Nc1ccc(Cl)c(C(F)(F)F)c1
13) CCOP(=O)(c1ccc(N(C)C)cc1)C(O)c1ccc(Cl)cc1 (stereo not given)
14) Clc1ccc2oc(-c3cccnc3)nc2c1
15) CCOc1ccccc1NC(=O)c1ccc2ccccc2c1
16) O=C(CN1C(=O)c2cccc3cccc1c23)N1CCN(c2cccc(Cl)c2)CC1

assay / entry	9	10	11	12	13	14	15	16
pCIP destab	-6	-2	0	0	-5	-2	-11	-18
MEKK3 PB1 HTS	99	103	89	115	98	98	95	95
IDE cell activ	4	-1	0	-4	0	4	-1	2
UBC9 SUMO inh	-2	-12	11	-8	27	25	4	28
IMP-1 inh	-1.4	-4.3	-0.8	-1.4	-2.5	-0.6	-1.7	0.0
VIM-2 inhibitor	-3.4	-3.5	-0.9	-2.1	-0.2	-0.5	-2.7	-2.4
DNA FID counter	-16	-1	-33	-19	-21	1	-20	-4
PHOSPHO1 block	26	7	16	38	14	54	30	-6
NS3 helicase inh	-2	16	16	-1	-3	-1	-7	1

17) CCCCNC(=O)Nc1ccccc1C(=O)Nc1ccc(OC)cc1
18) Cn1c(Cn2c(=O)sc3ccccc32)nnc1SCC(=O)NCC1CCCO1 (stereo not given)
19) O=C(C1CC1)N1N=C(c2ccc(F)cc2)CC1(O)C(F)(F)F (stereo not given)
20) O=C(CN1CCOCC1)NCc1ccccc1Cl
21) COc1ccccc1-c1cc(C2CC2)nc(N)c1C#N
22) COc1ccc2cc(C3CC(c4cccs4)=NN3S(C)(=O)=O)c(Cl)nc2c1 (stereo not given)
23) Cc1c(OCC(=O)NC2CCN(Cc3ccccc3)CC2)ccc2c3c(c(=O)oc12)CCC3
24) COC(=O)c1nc2n(n1)C(c1cccc(Cl)c1)C1=C(CC(C)(C)CC1=O)N2 (stereo not given)

assay / entry	17	18	19	20	21	22	23	24
pCIP destab	2	-2	5	0	-11	-9	-8	-3
MEKK3 PB1 HTS	95	102	106	102	113	91	102	107
IDE cell activ	4	4	-1	3	3	-1	-1	7
UBC9 SUMO inh	4	-1	-9	-2	8	3	0	18
IMP-1 inh	-1.3	-2.2	-2.6	-3.6	1.7	-0.8	-0.3	-4.3
VIM-2 inhibitor	0.4	-0.8	-2.8	-3.9	0.3	1.1	36*	-7.1
DNA FID counter	-4	4	-8	-5	-12	-12	15	-23
PHOSPHO1 block	0	5	14	36	-8	-5	15	-13
NS3 helicase inh	14	-7	7	2	-4	-8	-18	-2

25) CCc1nnc(NC(=O)c2cc(-c3cccnc3)nc3ccccc23)s1
26) C=CCOc1c(Br)cc(/C=N/O)cc1OCC
27) CN(CCc1ccccn1)S(=O)(=O)c1ccccc1F
28) O=C(Nc1cccc(-c2nnc(-c3ccccc3)o2)c1)C1CC1
29) CN1CCN(CCN2CCn3c2nc2ccccc23)CC1
30) CC1CCc2c(sc3nn[nH]c(=O)c23)C1 (stereo not given)
31) Cc1nnc(CN(C)Cc2cn[nH]c2-c2ccc(-c3ccccc3)cc2)o1
32) COc1cccc(CCNC(=O)C2CCCN(c3ncnc4c3nc3n4CCCCC3)C2)c1OC (stereo not given)

assay / entry	25	26	27	28	29	30	31	32
pCIP destab	12	-10	-7	9	-4	-8	-2	-3
MEKK3 PB1 HTS	103	98	103	102	105	102	101	100
IDE cell activ	-3	8	4	4	5	7	2	3
UBC9 SUMO inh	16	-2	18	13	-17	26	10	-2
IMP-1 inh	-2.9	-0.5	-2.3	-2.3	1.9	-3.6	-2.9	-2.1
VIM-2 inhibitor	-2.9	0.6	-2.7	-1.6	-3.5	-1.3	-3.3	-1.4
DNA FID counter	-23	2	3	-7	6	0	-24	-49
PHOSPHO1 block	20	4	0	41	35	25	23	27
NS3 helicase inh	9	1	-6	7	-1	5	-14	5

33) CCc1ccccc1NC(=O)Nc1cnccn1
34) CCCCOc1ccc(C(=O)NCCC(=O)NCCCC(=O)OCC)cc1
35) Cc1cccc(NC(=O)C2CCN(S(=O)(=O)c3ccc4c(c3)NC(=O)CO4)CC2)c1
36) CCNC(=S)NNC(=O)c1cc(CC(C)C)nc2ccccc12
37) O=C(NCC1CCCO1)C(c1ccc(N2CCOCC2)cc1)N(C(=O)Cn1nnc2ccccc21)c1ccccc1F (stereo not given)
38) N=c1c2c(-c3ccccc3)c(-c3ccccc3)n(Cc3ccco3)c2ncn1CCCO
39) CNC(=S)N(Cc1cccs1)Cc1cc2ccc(OC)cc2[nH]c1=O
40) CCCC(=O)Nc1nnc(COC)s1

assay / entry	33	34	35	36	37	38	39	40
pCIP destab	-18	-11	6	0	-1	-3	4	1
MEKK3 PB1 HTS	103	100	94	100	100	100	101	94
IDE cell activ	6	0	-3	3	8	·	6	0
UBC9 SUMO inh	17	11	4	-10	-10	13	-4	-4
IMP-1 inh	-1.6	-0.9	-3.1	-3.5	-0.2	-2.8	-1.0	-1.6
VIM-2 inhibitor	-1.3	-1.7	-1.4	-3.2	-0.2	-2.2	1.6	-1.3
DNA FID counter	-4	-36	-22	-6	-36	14	-2	3
PHOSPHO1 block	24	28	12	-8	23	8	-10	12
NS3 helicase inh	5	-15	4	-2	-4	-52	-2	2

Reformatted with bars between the fields: 2 of the compounds above
# | smiles | pCIP destab | MEKK3 PB1 HTS | IDE cell activ | UBC9 SUMO inh | IMP-1 inh | VIM-2 inhibitor | DNA FID counter | PHOSPHO1 block | NS3 helicase inh
18 | Cn1c(Cn2c(=O)sc3ccccc32)nnc1SCC(=O)NCC1CCCO1 (stereo not given) | -2 | 102 | 4 | -1 | -2.2 | -0.8 | 4 | 5 | -7
19 | O=C(C1CC1)N1N=C(c2ccc(F)cc2)CC1(O)C(F)(F)F (stereo not given) | 5 | 106 | -1 | -9 | -2.6 | -2.8 | -8 | 14 | 7

Further entries
41) COc1ccc(OC)c(C(=O)Cn2nnc(-c3ccc(N4CCOCC4)cc3)n2)c1
42) COCCn1nnnc1CN(Cc1cccnc1)Cc1cc2cc(OC)ccc2[nH]c1=O
43) CC(NC(=O)c1nn(C)c2c1CS(=O)(=O)c1ccccc1-2)c1ccccc1 (stereo not given)
44) O=c1cc(CO)oc(CN2CCC(Cc3ccccc3)CC2)c1O
45) O=C(COC(=O)c1ccccc1NC(=O)c1ccco1)NC1CC1
46) NCC12CC3CC(C1)CC(c1ccc(Cl)cc1)(C3)C2
47) CCc1ccc(NC(=O)Cn2nnc(C(=O)NCc3ccc(OC)cc3)c2N)cc1
48) Cc1ccc(OCCn2cc(C(=S)N3CCCC3)c3ccccc32)cc1C

assay / entry	41	42	43	44	45	46	47	48
pCIP destab	13	10	-3	-5	-6	-14	-8	-2
MEKK3 PB1 HTS	109	102	104	100	120	98	101	107
IDE cell activ	-1	4	-1	4	3	0	0	-2
UBC9 SUMO inh	4	17	6	14	15	-1	29	-4
IMP-1 inh	-1.4	-4.7	-3.8	0.7	-1.7	-2.9	-1.4	-3.1
VIM-2 inhibitor	-2.8	-2.1	-2.2	2.3	-1.7	-4.9	-0.9	-5.0
DNA FID counter	-12	-3	-24	-12	-17	18	-18	-14
PHOSPHO1 block	15	25	22	-14	5	-20	26	0
NS3 helicase inh	-5	4	7	2	8	-67	-11	-2

Of the compounds above, 3 contain a thiophene ring, fused or not.
22) COc1ccc2cc(C3CC(c4cccs4)=NN3S(C)(=O)=O)c(Cl)nc2c1 (stereo not given)
30) CC1CCc2c(sc3nn[nH]c(=O)c23)C1 (stereo not given)
39) CNC(=S)N(Cc1cccs1)Cc1cc2ccc(OC)cc2[nH]c1=O

assay / entry	22	30	39
pCIP destab	-9	-8	4
MEKK3 PB1 HTS	91	102	101
IDE cell activ	-1	7	6
UBC9 SUMO inh	3	26	-4
IMP-1 inh	-0.8	-3.6	-1.0
VIM-2 inhibitor	1.1	-1.3	1.6
DNA FID counter	-12	0	-2
PHOSPHO1 block	-5	25	-10
NS3 helicase inh	-8	5	-2

The list goes on.
49) C=CCn1c(O)c(N=NC(=S)Nc2ccccc2C)c2cc(S(=O)(=O)N3CCOCC3)ccc21
50) Cc1nn(CC(=O)Nc2ccccn2)c(=O)c2ccccc12
51) CCN(CC)S(=O)(=O)c1cccc(C(=O)N2CCCCC2)c1
52) CCN1CCN(Cc2cccc(Oc3ccccc3)c2)CC1
53) CCOc1cc(/C=C2\CCCC(C(=O)C(F)(F)F)=C2O)ccc1O
54) COC(=O)c1ccc(COC(=O)c2ccc(CS(=O)(=O)c3ccc(C)cc3)cc2)cc1
55) COc1ccc(C2Nc3ccccc3C(=O)N2c2ccc(C)cc2)cc1Cn1nnc2ccccc21 (stereo not given)
56) COC(=O)c1ccccc1NC(=O)Nc1cnccn1
57) Cc1cc(C)c(C(=O)COC(=O)CCNS(=O)(=O)c2c(Cl)cccc2Cl)cc1C
58) C/C(=N\NC(=O)CNC(=O)c1ccc(Br)cc1)c1ccco1

assay / entry	49	50	51	52	53	54	55	56	57	58
pCIP destab	6	-3	-7	-2	-9	-5	-8	-15	0	-11
MEKK3 PB1 HTS	99	104	98	100	89	109	109	100	100	99
IDE cell activ	-3	3	-2	-2	-5	4	2	0	-2	4
UBC9 SUMO inh	-15	12	6	6	7	8	8	6	3	·
IMP-1 inh	-2.2	-4.1	-1.0	0.7	-2.3	0.7	0.3	0.9	-3.5	-1.6
VIM-2 inhibitor	-0.8	-1.8	-1.3	1.6	0.2	-5.4	1.5	-1.2	-3.8	-1.3
DNA FID counter	-22	-6	-5	25	-6	0	-14	-2	-23	-5
PHOSPHO1 block	0	34	20	15	1	5	11	32	2	18
NS3 helicase inh	-9	1	4	6	4	7	4	-4	-9	-7
